Compound activity from PubChem.
Ba/F3 V617F tox: lowers viability of Ba/F3 cells expressing EpoR and JAK2V617F; ATP luminescence; inhibition, % at 5.6 µM; hit rate 1.1% among 220,000; AID 1446;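 active = inhibition above the campaign mean plus 3 SD over all tested compounds, cut at about 24% in these data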;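 note: cytokine-independent growth of Ba/F3 cells driven by EpoR plus mutant JAK2; 0% = DMSO-treated cells and 100% = JAK inhibitor I control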
CHOP inh: blocks CHOP induction under ER stress; CHO-K1 CHOP-promoter luciferase, tunicamycin-induced, 15-18 h; inhibition, % at 10 µM; hit rate 3.8% among 220,000; AID 2732;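 active = compounds that reduced the stress-induced luciferase reporter signal by more than about 70% of percent inhibition, limit read from the data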;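 note: 0% = tunicamycin plus vehicle and 100% = wells without tunicamycin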
S1P4 antag: human S1P4 receptor antagonism. hit rate 0.26% among 220,000. AID 1510. S1P4-expressing cells, antagonist mode, reporter read-out. inhibition, % at 4.98 µM; in the data active = inhibition above about 29%;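 note: 0% = wells stimulated with agonist and 100% = vehicle wells without agonist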
Target sequence (O95977 whole entry, looked up): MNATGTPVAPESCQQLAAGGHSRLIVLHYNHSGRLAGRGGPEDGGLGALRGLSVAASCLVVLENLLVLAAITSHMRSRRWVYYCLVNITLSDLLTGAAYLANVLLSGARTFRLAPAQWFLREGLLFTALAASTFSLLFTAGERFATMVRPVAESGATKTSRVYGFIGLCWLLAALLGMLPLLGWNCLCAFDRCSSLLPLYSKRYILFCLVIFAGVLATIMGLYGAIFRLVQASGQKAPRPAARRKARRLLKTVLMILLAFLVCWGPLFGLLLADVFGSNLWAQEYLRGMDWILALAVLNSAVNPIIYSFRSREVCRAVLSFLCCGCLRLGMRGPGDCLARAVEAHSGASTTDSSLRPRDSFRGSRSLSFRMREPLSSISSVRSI
NPY-Y2 PAM-ag: potentiates or activates human NPY-Y2 receptor; activation, % at 3.6 µM; AID 1359; P49146; hit rate 0.45% among 220,000; cells expressing NPY-Y2, potentiator/agonist read-out; in the data active = activation above about 27%;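 note: cells stimulated with NPY near EC25 plus isoproterenol at EC100; 0% = vehicle plus submaximal agonist and 100% = vehicle plus saturating agonist; some results beyond the cut were filed as inactive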
Target sequence (P49146 whole entry, looked up): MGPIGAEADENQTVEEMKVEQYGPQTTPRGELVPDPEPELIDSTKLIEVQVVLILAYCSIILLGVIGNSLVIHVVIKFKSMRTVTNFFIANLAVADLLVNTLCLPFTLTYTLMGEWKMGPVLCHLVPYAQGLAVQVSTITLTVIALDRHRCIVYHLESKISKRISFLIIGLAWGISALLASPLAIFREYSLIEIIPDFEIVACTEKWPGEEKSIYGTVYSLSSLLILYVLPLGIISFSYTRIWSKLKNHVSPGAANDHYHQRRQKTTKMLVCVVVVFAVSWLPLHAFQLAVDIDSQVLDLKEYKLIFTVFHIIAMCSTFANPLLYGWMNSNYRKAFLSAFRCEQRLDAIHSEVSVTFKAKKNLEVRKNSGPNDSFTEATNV
NPY-Y1 antag: blocks the human neuropeptide Y Y1 receptor. AID 1040. HEK293-CNG Y1 cells, membrane potential fluorescence; NPY at EC95, then isoproterenol. inhibition, % at 3.6 µM. hit rate 1% among 200,000;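 active = inhibition above the campaign mean inhibition of all tested compounds plus 3 SD, cut at about 20% in these data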;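 note: 0% = DMSO wells given NPY plus isoproterenol and 100% = isoproterenol alone without NPY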
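Test system – HEK293 Y1/CNG channel cell line · Also added – NPY agonist 25 nM, then isoproterenol 1 µM plus Ro 20-1724 25 µM · Compound dosing – one concentration, 3.6 µM, in 0.4% DMSO · Schedule – compound incubation 1 h at room temperature, readout 45 min post-stimulation · Technique – fluorescence, membrane potential probe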
S1P4 ag: activates the human S1P4 receptor. O95977. S1P4-expressing cell line, agonist reporter assay. activation, % at 4.98 µM. hit rate 0.35% among 220,000. AID 1509; in the data active = activation above about 11%;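 note: 0% = DMSO vehicle and 100% = reference agonist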
BaF3 parental: parental Ba/F3 viability inhibition as JAK2V617F counter-screen. CellTiter-Glo ATP luminescence. inhibition, % at 5.6 µM. hit rate 1.1% among 220,000;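 active = inhibition above a per-campaign cutoff, the mean inhibition of all tested compounds plus 3 SD, cut at about 27% in these data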;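 note: 0% = DMSO wells and 100% = JAK Inhibitor I control wells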
NPY-Y1 PAM-ag: potentiators or agonists of human neuropeptide Y receptor Y1 | NPY-Y1 expressing cells, potentiator/agonist activation | hit rate 0.37% among 220,000 | activation, % at 3.6 µM; in the data active = activation above about 33%, passing the limit was not always enough;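 note: cells stimulated with NPY at EC10 then isoproterenol at EC100; 0% = low agonist plus stimulus and 100% = saturating agonist plus stimulus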
NCF1 inh: inhibitors of human p47phox binding. P14598. hit rate 0.53% among 220,000. inhibition, % at 24.7 µM. AID 1274. p47phox/p22phox peptide binding, fluorescence polarization, 2 h;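 active = inhibition above about 30%, limit read from the data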;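 note: 0% = p47phox with labelled peptide and 100% = labelled peptide alone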
Numbers without * were called inactive; · = no result given.

SMILES | Ba/F3 V617F tox | CHOP inh | S1P4 antag | NPY-Y2 PAM-ag | NPY-Y1 antag | S1P4 ag | BaF3 parental | NPY-Y1 PAM-ag | NCF1 inh
CC1(C)CC(=O)C2=C(C1)c1c(ccc3ccccc13)NC2c1ccc(Br)o1 (centres undefined) | 0 | 59 | -8 | -9 | -1 | 1.2 | 3 | -7 | -28
CC(C)CC(NC(=O)CNC(=O)C1O[C@@H]2OC(C)(C)O[C@@H]2[C@H]2OC(C)(C)O[C@@H]12)C(=O)O (some centres undefined) | -5 | 19 | 2 | -4 | -3 | -1.6 | 0 | -7 | -7
Cc1ccc(N2CC(C(=O)N3CCc4ccccc4C3)CC2=O)cc1 (centres undefined) | -1 | -1 | 0 | 8 | 4 | 1.9 | 3 | -6 | -3
Cc1ccc(Cl)c2c1=NC(=O)C=2c1[nH]c(=S)[nH]c1O | 0 | 44 | 6 | 3 | 7 | -0.5 | 7 | -10 | -18
Cc1[nH]c2ccc3ncccc3c2c1C | 2 | 24 | -24 | 9 | 5 | 1.4 | 9 | -10 | 14
O=C1N=C(N2CCCCC2)S/C1=C\c1ccncc1 | -2 | 6 | -2 | -18 | · | 0.8 | 3 | 14 | -5
O=C(CN1C(=O)C2C3CCC(C3)C2C1=O)Oc1ccc2ccccc2c1 (centres undefined) | -1 | 16 | -13 | -1 | 5 | -0.2 | 1 | 11 | -1
CC(=O)c1ccc(NC(=O)C(C)OC(=O)C(C)Oc2cccc(C)c2)cc1 (centres undefined) | 5 | 17 | -2 | 4 | 1 | -0.6 | 7 | -19 | -8
CN(C(=O)c1cccc(C#N)c1)c1nnc(-c2ccccn2)s1 | -1 | -13 | 4 | -8 | -2 | -0.5 | 8 | 8 | -3
CC(=O)N(c1ccc(Cl)cc1)c1c[nH]c2ccccc12 | 1 | 16 | -5 | 5 | -5 | 1.6 | 5 | 19 | -12
Cc1ccc(-c2noc(-c3c(C)noc3C)n2)cc1 | -3 | 8 | 2 | -2 | · | 2.2 | 2 | -17 | -4
Cc1ccc(C(=O)C[n+]2cccc3ccccc32)cc1 | -5 | -9 | -10 | -5 | 2 | -1.8 | 3 | 8 | -35
COc1ccc(NC(=S)N(Cc2cccc(Br)c2)CC2CCC(C(=O)O)CC2)cc1 (centres undefined) | 0 | 2 | 2 | 0 | -2 | -0.5 | 8 | 10 | -5
COc1ccc(COCCN2CCN(S(=O)(=O)c3ccc(C)cc3)CCC2=O)cc1 | 3 | 10 | -10 | -2 | -9 | 0.4 | 5 | -26 | 11
O=C(N/C(=C\c1ccc(F)cc1)C(=O)N1CCCCCC1)c1ccccc1 | -1 | -13 | -3 | 4 | -1 | 1.0 | 5 | 11 | 1
Cc1oc2ccc(OC(=O)COc3c(F)c(F)c(F)c(F)c3F)cc2c1C(=O)OC(C)C | 1 | -9 | 8 | -11 | 4 | 0.5 | 2 | -29 | 6
Cc1cccc(OCC(O)Cn2c(=N)n(CCN3CCCCC3)c3ccccc32)c1 (centres undefined) | 25* | -22 | -10 | -41 | 57* | -1.1 | 55* | -49 | -5
Cc1cccc(-n2c(C)cc(C(=S)N3CCOCC3)c2C)c1C | 2 | 20 | -14 | 5 | 3 | 4.0 | 4 | -6 | -1
Cc1ccc(-c2cc(C(=O)N/N=C/c3c(C)nn(-c4ccccc4)c3C)[nH]n2)cc1 | 1 | 36 | -12 | -41 | 7 | -0.2 | 2 | -13 | -11
CCn1c(C)[n+](CCOC(C)=O)c2cc(Cl)c(Cl)cc21 | -2 | 17 | 6 | 10 | -1 | -0.5 | 2 | 5 | -8
Cc1cc2n(n1)C(c1sccc1C)Nc1ccccc1-2 (centres undefined) | -3 | 21 | -4 | 1 | 4 | -0.4 | 2 | -7 | -6
COc1ccccc1C1C(C(N)=O)=C(C)Nc2nc(-c3ccc(Cl)cc3)nn21 (centres undefined) | -2 | -2 | -6 | -10 | 2 | -0.6 | 3 | -8 | -6
CCOc1ccc(OCCOCCN2CCOCC2)cc1 | 1 | 21 | -2 | 1 | 3 | -1.6 | 3 | -7 | 2
C1CCN(c2nc3nonc3nc2N2CCCCC2)CC1 | 3 | 40 | 4 | -22 | -8 | -2.2 | 3 | -6 | -6
CCOC(=O)CN1CC23C=CC(O2)C(C(=O)NC2CCCC2)C3C1=O (centres undefined) | -6 | 22 | 4 | 4 | 1 | -0.6 | -1 | 6 | -7

Carrying on:
SMILES | Ba/F3 V617F tox | CHOP inh | S1P4 antag | NPY-Y2 PAM-ag | NPY-Y1 antag | S1P4 ag | BaF3 parental | NPY-Y1 PAM-ag | NCF1 inh
COC(=O)C(NC(=O)c1ccccc1)=C1CCCCC1 | 6 | -7 | 9 | -6 | 1 | -0.4 | 7 | -3 | -3
Cc1nc(C)n(CC(O)COc2ccc3cc(Br)ccc3c2)n1 (centres undefined) | 2 | 31 | -13 | 9 | -7 | 1.1 | 4 | -19 | -5
CCc1ccc2[nH]c3nc(C)cc(C)c3c(=O)c2c1 | -3 | 39 | -14 | -10 | 3 | 0.4 | 0 | 15 | -1
CCC(C)[C@H](NC(=O)N1CCCCC1)C(=O)OC (some centres undefined) | -3 | 6 | -1 | 13 | · | 0.3 | -6 | 13 | -6
O=C(O)c1ccccc1C(=O)N1CCN(c2ccccc2)CC1 | -5 | -13 | -17 | 4 | 0 | 0.9 | -1 | -13 | -4
Cc1nc(-c2cccc(S(=O)(=O)N3CCOCC3)c2)cs1 | 5 | 27 | 4 | -18 | -3 | -1.6 | 6 | -15 | -3
CC1C(=O)CCC1(C(=O)O)c1ccccc1 (centres undefined) | -2 | 16 | -3 | 3 | 2 | -3.0 | 1 | 4 | -15
CCOC(=O)c1c(NC(=O)c2ccco2)sc2c1CCCCC2 | -3 | 56 | -15 | -9 | -2 | 1.0 | 2 | -7 | -13
CCOC(=O)c1ccc(NC(=O)Nc2cc(C)on2)cc1 | -3 | 7 | -15 | -3 | 2 | 1.5 | -1 | -6 | -4
COC(=O)[C@@H](NC(=O)NCc1ccc(F)cc1)C(C)C | -3 | 21 | 2 | 23 | 1 | 2.0 | 3 | 14 | -1
COc1ccccc1/C=N/n1c(N)c(C(=O)NC2CCCCC2)c2nc3ccccc3nc21 | -2 | 50 | -9 | -2 | 2 | 2.2 | 5 | 11 | -24
CCC1(C)Nc2ccccc2C(=O)N1O (centres undefined) | -1 | 8 | 10 | 15 | -3 | -0.8 | -2 | 8 | 7
CC(C)N(C(=O)/C=C/c1cccc([N+](=O)[O-])c1)C(C)C | -2 | 4 | -10 | -3 | -3 | 0.4 | 7 | 5 | -5
CC(NC(=O)CSc1nc2ccccc2c(=O)n1CCCO)c1ccccc1 (centres undefined) | -2 | 6 | 3 | 7 | -2 | 0.3 | 1 | -5 | 9
Cn1c(=O)c2c(nc(SCCN3CCCCC3)n2Cc2ccc(Cl)cc2)n(C)c1=O | 1 | · | -1 | -4 | 9 | -0.2 | 6 | -11 | ·
Nn1c(SCC(=O)NC2CCCc3ccccc32)nnc1-c1cccs1 (centres undefined) | -1 | 7 | 10 | 14 | 0 | -1.8 | 1 | 3 | 0
O=C(NC1CCCCC1)c1ccc(S(=O)(=O)NCc2ccco2)cc1 | -4 | 8 | 4 | -17 | 9 | 0.4 | 1 | -2 | -5
O=c1c2ccccc2ncn1-c1ccccc1F | 3 | 7 | 11 | 3 | -4 | -1.2 | 4 | -6 | -3
COc1ccc(C(C(O)C(=O)c2c[nH]c3ccccc23)N2CCN(c3ccccc3)CC2)cc1 (centres undefined) | 2 | 18 | 6 | 18 | -7 | 1.5 | 5 | 9 | -13
CCOC(=O)C(=O)Nc1cc(C)nn1-c1nc2ccccc2[nH]1 | -5 | -24 | 13 | -8 | · | -1.0 | -1 | -27 | -7
Nc1ccccc1SC1CC(=O)N(c2ccccc2Cl)C1=O (centres undefined) | -6 | 12 | 3 | 15 | · | 0.2 | -1 | 4 | 5
O=c1c2cc(Br)cc(Br)c2oc2nc3n(c(=O)c12)CCCS3 | 0 | 19 | -2 | 7 | 6 | 1.9 | 6 | 1 | -12
CN(NC(=O)c1ccccc1F)c1ccc([N+](=O)[O-])cn1 | -5 | -6 | 8 | -16 | · | -1.7 | -2 | 13 | -10
CCOC(=O)c1nc(Nc2ccc(Nc3ccccc3)cc2)c2ccccc2n1 | -1 | -17 | 8 | 33* | -8 | 1.0 | 1 | 13 | -14
COc1ccc(C(=O)Nc2cc(C)nn2-c2nc3ccccc3[nH]2)c(OC)c1 | 4 | -15 | -7 | -12 | 1 | 0.3 | 4 | -26 | -30
Nc1ccc2nc(-c3ccccc3)sc2c1 | 1 | 63 | 10 | -3 | -4 | 1.1 | 7 | -5 | -6
COC(=O)CSc1nnc(CCc2nc3ccccc3[nH]2)n1C | -3 | -2 | -15 | -13 | -1 | -1.2 | 1 | -16 | -10
Cc1nc(C)c(C(=O)NNS(=O)(=O)c2ccccc2)s1 | -1 | 2 | -26 | 6 | -4 | 1.3 | 7 | 9 | -8
Cc1no[n+]([O-])c1COc1ccccc1/C=C1\NC(=S)NC1=O | 1 | 40 | 0 | -5 | 6 | 0.8 | 5 | -6 | -43

Complete entries as entered above. Order of screens: Ba/F3 V617F tox	CHOP inh	S1P4 antag	NPY-Y2 PAM-ag	NPY-Y1 antag	S1P4 ag	BaF3 parental	NPY-Y1 PAM-ag	NCF1 inh
CCOC(=O)c1nc(Nc2ccc(Nc3ccccc3)cc2)c2ccccc2n1 is entered as -1	-17	8	33*	-8	1.0	1	13	-14
COC(=O)CSc1nnc(CCc2nc3ccccc3[nH]2)n1C is entered as -3	-2	-15	-13	-1	-1.2	1	-16	-10

Of the compounds above, 9 contain an NH in an aromatic ring.
SMILES | Ba/F3 V617F tox | CHOP inh | S1P4 antag | NPY-Y2 PAM-ag | NPY-Y1 antag | S1P4 ag | BaF3 parental | NPY-Y1 PAM-ag | NCF1 inh
Cc1ccc(Cl)c2c1=NC(=O)C=2c1[nH]c(=S)[nH]c1O | 0 | 44 | 6 | 3 | 7 | -0.5 | 7 | -10 | -18
Cc1[nH]c2ccc3ncccc3c2c1C | 2 | 24 | -24 | 9 | 5 | 1.4 | 9 | -10 | 14
CC(=O)N(c1ccc(Cl)cc1)c1c[nH]c2ccccc12 | 1 | 16 | -5 | 5 | -5 | 1.6 | 5 | 19 | -12
Cc1ccc(-c2cc(C(=O)N/N=C/c3c(C)nn(-c4ccccc4)c3C)[nH]n2)cc1 | 1 | 36 | -12 | -41 | 7 | -0.2 | 2 | -13 | -11
CCc1ccc2[nH]c3nc(C)cc(C)c3c(=O)c2c1 | -3 | 39 | -14 | -10 | 3 | 0.4 | 0 | 15 | -1
COc1ccc(C(C(O)C(=O)c2c[nH]c3ccccc23)N2CCN(c3ccccc3)CC2)cc1 (centres undefined) | 2 | 18 | 6 | 18 | -7 | 1.5 | 5 | 9 | -13
CCOC(=O)C(=O)Nc1cc(C)nn1-c1nc2ccccc2[nH]1 | -5 | -24 | 13 | -8 | · | -1.0 | -1 | -27 | -7
COc1ccc(C(=O)Nc2cc(C)nn2-c2nc3ccccc3[nH]2)c(OC)c1 | 4 | -15 | -7 | -12 | 1 | 0.3 | 4 | -26 | -30
COC(=O)CSc1nnc(CCc2nc3ccccc3[nH]2)n1C | -3 | -2 | -15 | -13 | -1 | -1.2 | 1 | -16 | -10
